Screening results: PubChem, Broad Institute
esBAF inh = SWI/SNF esBAF complex inhibition. mouse ES cells, Bmi1-luciferase knock-in reporter, 24 h; 100% = twice the neutral-well signal. reporter increase, % at 12.5 µM. AID 602393. 2% of 350,000 active; in the data active means activation above about 40%;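 further: 0% = median of the plate's neutral control wells and 100% = double that signal; a rise in the Bmi1 reporter signal indicates esBAF inhibition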
ERp5 block = ERp5 (human) disulfide isomerase inhibition. 0.05% of 350,000 active. inhibition, % at 9.99 µM. Q15084. ERp5 insulin aggregation, absorbance 650 nm, 90 min;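 active means mean replicate inhibition above about 25%, with every replicate also reaching it, limit read from the data, passing the limit was not always enough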
Target sequence (Q15084 whole entry, looked up): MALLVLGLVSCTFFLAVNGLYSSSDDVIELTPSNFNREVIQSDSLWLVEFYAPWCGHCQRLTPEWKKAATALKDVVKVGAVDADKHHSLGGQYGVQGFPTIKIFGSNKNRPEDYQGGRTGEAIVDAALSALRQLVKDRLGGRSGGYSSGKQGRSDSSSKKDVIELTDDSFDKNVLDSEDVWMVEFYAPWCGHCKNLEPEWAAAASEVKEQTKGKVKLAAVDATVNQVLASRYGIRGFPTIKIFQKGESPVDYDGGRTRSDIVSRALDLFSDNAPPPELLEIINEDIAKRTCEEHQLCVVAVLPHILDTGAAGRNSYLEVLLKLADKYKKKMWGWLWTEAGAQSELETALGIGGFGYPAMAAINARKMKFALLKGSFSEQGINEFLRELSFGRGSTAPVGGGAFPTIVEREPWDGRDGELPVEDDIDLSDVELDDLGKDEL
RAD54 branch = RAD54 (human) branch migration inhibition; 0.14% of 360,000 active; RAD54 Holliday junction branch migration, FAM/BHQ fluorescence; inhibition, % at 10.4 µM;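 active means mean normalized replicate activity at least 40 and at least half of replicates scoring 40 or more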;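 further: 0% = median of neutral control wells and 100% = median of positive control wells; inhibitors cause a drop in the FAM fluorescence signal; in these data hits start at about 50%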
S100A4 inh HTS = inhibitors of human S100A4 binding to myosin IIA peptide; AID 652163; S100A4/TAMRA-MyoIIA peptide fluorescence polarization; 0.14% of 360,000 active; inhibition, % at 10.7 µM;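 active means mean inhibition of at least 70% across replicates, with every replicate also reaching that level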
Target sequence (P26447 whole entry, looked up): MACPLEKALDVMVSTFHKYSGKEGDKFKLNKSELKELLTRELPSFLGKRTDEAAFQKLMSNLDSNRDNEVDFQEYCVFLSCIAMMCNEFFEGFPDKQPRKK
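Test system: S100A4 monomer protein. Medium: HEPES buffer with Ca2+, pH 7.2. Reagent: fluorescent myosin IIA peptide, 5 nM. Compound dosing: single-point compound testing. Timing: 5 min between mix addition and reading. Benchmarks: DMSO neutral and TFP positive wells.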
Xi reactivation = reactivates the inactive X chromosome in mouse fibroblasts; activation, % at 7.58 µM; 0.055% of 360,000 active; XiGFP mouse fibroblasts, % GFP-positive cells imaging, 3 d; cells co-treated with 5-aza-dC sensitizer; scaled so ellipticine positive control = 100%; AID 743238;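 active means mean normalized replicate activation at least 10% and every replicate at or above 10%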;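 further: 0% = median of on-plate neutral control wells and 100% = ellipticine 6 µM median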
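Schedule: 3 d treatment, 15 min room-temperature fixation; system: 68-5-11 XiGFP fibroblast line; buffer or medium: DMEM plus 5-aza-dC sensitizer; control set: ellipticine 6 µM positive control; compound: one concentration, pinned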
E-selectin induc = E-selectin induction on HUVECs | HUVEC E-selectin immunofluorescence imaging; normalized: neutral wells 0, TNF-alpha wells 100 | activation, % at 7.58 µM | 0.37% of 260,000 active;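 active means mean E-selectin-positive cell signal at least 10% of the positive control, reached in at least 60% of replicates, without over 20% cell loss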;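 further: in these data hits start at about 27%; measured in HUVEC primary endothelial cells; signal is the percent of cells scored E-selectin positive by PE staining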
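Test system: HUVEC; input: 3,000 HUVEC/well; measured by: immunofluorescence imaging; read-out: % PE-positive cells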
RAD52 anneal inh = RAD52 (human) annealing inhibition | P43351 | recombinant RAD52 DNA annealing, FRET fluorescence | inhibition, % at 18.7 µM | 0.46% of 360,000 active;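 active means every replicate showing at least 50% inhibition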
Target sequence (P43351 whole entry, looked up): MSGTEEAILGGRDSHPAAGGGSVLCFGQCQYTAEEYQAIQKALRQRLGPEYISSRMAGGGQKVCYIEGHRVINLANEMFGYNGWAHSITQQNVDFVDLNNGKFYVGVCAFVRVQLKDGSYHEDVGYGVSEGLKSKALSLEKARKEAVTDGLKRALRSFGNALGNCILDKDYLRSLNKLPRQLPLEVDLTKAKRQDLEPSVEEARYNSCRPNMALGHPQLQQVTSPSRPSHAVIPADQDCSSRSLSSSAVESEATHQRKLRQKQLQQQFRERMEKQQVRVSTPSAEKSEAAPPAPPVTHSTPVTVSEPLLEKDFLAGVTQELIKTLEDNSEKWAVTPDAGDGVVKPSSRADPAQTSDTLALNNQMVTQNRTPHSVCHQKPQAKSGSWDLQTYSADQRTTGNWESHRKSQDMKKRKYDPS
ERAP1 HTS inh = ERAP1 (human) enzyme inhibition. Q9NZ08. recombinant ERAP1, Leu-AMC fluorescence, 60 min. inhibition, % at 10.7 µM. 0.15% of 340,000 active;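 active means mean replicate inhibition of at least 30%, or all replicates individually reaching that 30% level; inactive means mean below 30% and not every replicate reaching it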;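 further: 0% = neutral control wells and 100% = L-leucinethiol positive control wells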
The depositor's hits bear a star; · = not tested or not shown.

SMILES	esBAF inh	ERp5 block	RAD54 branch	S100A4 inh HTS	Xi reactivation	E-selectin induc	RAD52 anneal inh	ERAP1 HTS inh
COCCSc1nnc(NS(=O)(=O)Cc2ccccc2)s1	13	0	1	7	·	·	-18	-4
COc1ccc(NS(=O)(=O)c2ccc(C(=O)N3CCN(c4ccc(F)cc4)CC3)cc2)cc1	6	9	1	3	0.3	-1.2	-21	-3
O=C(C1COc2ccccc2O1)N1CCN(c2nc3c(F)cc(F)cc3s2)CC1 (centres undefined)	12	2	9	-5	0.1	4.5	-7	-1
COc1cc(NC(=O)C2CCN(S(=O)(=O)c3ccc4[nH]c(=O)oc4c3)CC2)cc(OC)c1	3	7	8	-1	0.1	·	-7	2
C[C@]12C[C@H](O)[C@@H]3c4ccc(O)cc4CCC3[C@@H]1CCC2=O (some centres undefined)	-1	0	2	2	0.0	1.2	-4	3
C[C@@H]1CN([C@H](C)CO)C(=O)c2cc(N(C)C)ccc2O[C@@H]1CN(C)Cc1ccc(C(F)(F)F)cc1	0	3	3	5	0.3	0.0	6	1
CC(=O)N1CCCCN2[C@H](CO)[C@H](c3ccc(Br)cc3)[C@@H]2C1	-1	-5	-15	3	0.2	0.8	-8	-2
COc1ccc(S(=O)(=O)N2CCCC(C(=O)N3CCCC3)C2)cc1OC (centres undefined)	-3	10	-1	-4	-0.1	0.0	-4	-1
COc1cccc(-c2nc(-c3ccccc3)c(-c3ccccc3)[nH]2)c1OCC(=O)O	0	3	-1	-10	0.0	·	-6	0
COc1cccc(NC(=O)C2(C)CCN2Cc2ccc(-c3ccccc3)o2)c1 (centres undefined)	6	5	-2	-5	-0.2	0.0	-313	7
O=C(COC(=O)c1ccccc1F)NNC(=O)c1ccccc1	-4	-7	-9	-9	0.1	-0.6	-13	4
C[C@H](CO)N1C[C@H](C)[C@H](CN(C)S(=O)(=O)c2cn(C)cn2)Oc2c(NC(=O)Nc3ccc4c(c3)OCO4)cccc2C1=O	5	-4	12	-2	0.1	-0.1	5	3
OC[C@@H]1[C@@H](c2ccccc2)C2(CN(Cc3ccccn3)C2)N1Cc1cncnc1	·	3	·	-17	0.1	0.2	-27	0
COc1cc(OC)c(C(=O)OCC(=O)c2ccc3c(c2)NC(=O)CO3)cc1OC	-1	2	12	-11	0.0	3.2	-12	-2
O=C(COc1nc2ccccc2nc1N1CCOCC1)N1CCc2ccccc21	·	3	0	2	·	·	-18	0
Cc1ccc(S/C=C\C(=O)c2ccccc2)cc1	·	-5	·	0	·	·	-2	-1
CC(=O)N1CCN(S(=O)(=O)c2c(F)cc(F)c(Cl)c2F)CC1	10	8	-5	-4	0.0	-0.4	-2	2
Cc1cc(C)n2nc(SC(C)C(=O)Nc3ccccc3F)nc2n1 (centres undefined)	2	1	3	-20	0.2	0.2	-8	-1
O=C(N[C@H]1C=C[C@H](CC(=O)N2CCc3ccccc3C2)O[C@H]1CO)C1CCOCC1	·	1	·	0	-0.4	-0.1	-1	2
COc1ccc(-c2nc(C(N)=O)c3[nH]c(=O)n(-c4ccccc4OC)c3n2)c(OC)c1	1	10	-3	3	0.1	0.2	-16	6
CN(C)S(=O)(=O)c1ccccc1N=C=S	-6	-2	4	-4	0.0	-0.1	-11	-6
Cc1nc2ccccc2n1CCOc1ccc([N+](=O)[O-])cc1	·	5	·	-2	0.0	·	-18	0
COc1ccc(N(CC(=O)Nc2cccc(N(C)S(C)(=O)=O)c2)S(=O)(=O)c2ccccc2)cc1Cl	·	6	·	-4	0.0	·	-20	-1
O=C(N[C@@H]1CC[C@H](CCNS(=O)(=O)c2ccc(F)cc2)O[C@@H]1CO)C1CCOCC1	-2	-5	0	9	-0.1	-1.8	-5	-5
Cc1cccc(N2CCN(C(=S)Nc3ccc4nc(N5CCN(C)CC5)cc(C)c4c3)CC2C)c1 (centres undefined)	·	-4	·	-12	-0.2	·	31	0

Random excerpt: six compounds from above
SMILES	esBAF inh	ERp5 block	RAD54 branch	S100A4 inh HTS	Xi reactivation	E-selectin induc	RAD52 anneal inh	ERAP1 HTS inh
COc1cccc(-c2nc(-c3ccccc3)c(-c3ccccc3)[nH]2)c1OCC(=O)O	0	3	-1	-10	0.0	·	-6	0
Cc1cccc(N2CCN(C(=S)Nc3ccc4nc(N5CCN(C)CC5)cc(C)c4c3)CC2C)c1 (centres undefined)	·	-4	·	-12	-0.2	·	31	0
CC(=O)N1CCCCN2[C@H](CO)[C@H](c3ccc(Br)cc3)[C@@H]2C1	-1	-5	-15	3	0.2	0.8	-8	-2
COc1cccc(NC(=O)C2(C)CCN2Cc2ccc(-c3ccccc3)o2)c1 (centres undefined)	6	5	-2	-5	-0.2	0.0	-313	7
C[C@]12C[C@H](O)[C@@H]3c4ccc(O)cc4CCC3[C@@H]1CCC2=O (some centres undefined)	-1	0	2	2	0.0	1.2	-4	3
COc1ccc(S(=O)(=O)N2CCCC(C(=O)N3CCCC3)C2)cc1OC (centres undefined)	-3	10	-1	-4	-0.1	0.0	-4	-1

(list continues)
SMILES	esBAF inh	ERp5 block	RAD54 branch	S100A4 inh HTS	Xi reactivation	E-selectin induc	RAD52 anneal inh	ERAP1 HTS inh
C[C@@H]1CN([C@@H](C)CO)S(=O)(=O)c2ccc(-c3ccccc3)cc2O[C@@H]1CN(C)Cc1cccc(F)c1	-9	-4	-19	0	-1.1	0.1	17	-4
Cc1cc(CNC[C@H]2O[C@@H](n3cnc4c(N)ncnc43)[C@H](O)[C@@H]2O)no1	-8	0	6	3	0.4	1.1	-2	-2
CS(=O)(=O)c1cc(N2CCOCC2)ccc1CNC[C@H]1O[C@@H](n2cnc3c(=O)[nH]c(N)nc32)[C@H](O)[C@@H]1O	2	2	-2	1	-0.1	0.0	-3	-3
C[C@@H]1CN([C@@H](C)CO)C(=O)Cc2cc(NS(=O)(=O)c3ccccc3)ccc2O[C@H]1CN(C)S(=O)(=O)c1cccs1	5	-4	-6	6	0.0	-0.2	-22	0
O=C(c1cnccn1)N1CC(=O)N2[C@@H](CO)[C@H](c3ccc(-c4ccc(F)cc4)cc3)[C@@H]2C1	·	-2	·	14	0.4	-0.2	1	2
N#Cc1ncn(-c2ccc(Oc3ccccc3)cc2)c1N	·	14	·	-5	0.0	-0.2	-7	-2
O=C(N/N=C/C=C/c1ccco1)c1cccc([N+](=O)[O-])c1	-6	·	-4	·	0.0	-0.1	·	·
COc1cc(/C=N/NC(=O)C(=O)NCc2ccco2)cc(Cl)c1O	0	3	-16	15	0.1	3.5	-11	-1
O=C(O)C[C@H]1C[C@@H]2c3cc(NC(=O)Nc4ccccc4F)ccc3O[C@@H]2[C@@H](CO)O1	-3	6	4	6	0.2	1.1	0	-2
O=C(Nc1ccc(S(=O)(=O)Nc2nccs2)cc1)c1nn(-c2ccc(F)cc2)ccc1=O	-6	-1	·	-4	0.0	·	-18	-5
Cc1noc(C)c1S(=O)(=O)N(C)C[C@@H]1OCCCC[C@@H](C)Oc2ccc(N(C)C)cc2C(=O)N([C@@H](C)CO)C[C@H]1C	-6	-5	-6	54	0.2	0.0	-1	2
O=C(CSc1ccc(F)cc1)Nc1nnc(-c2ccco2)o1	-2	-3	-4	5	0.0	-0.2	-20	0
COc1ccccc1N(CC(=O)NCCC1=CCCCC1)S(=O)(=O)c1ccccc1	·	4	·	-1	0.0	·	-12	0
Cc1ccc(C)c(NC(=O)c2cc[n+](C)cc2)c1	-5	7	-1	-7	0.0	·	-6	87*
Cc1cc(Cl)n2nc(C)c(-c3ccc(Cl)cc3)c2n1	·	-8	-10	2	0.0	-0.4	-12	2
Cc1cccc(OCCCC(=O)Nc2ccc(Cl)c(S(=O)(=O)N3CCOCC3)c2)c1	6	-3	13	-6	0.1	-0.5	-21	-1
CCSc1nc(-c2ccccc2)nc(C(Cl)Cl)n1	-76	-2	2	12	2.6	0.0	-3	-1
Cc1nnc(N/N=C/c2ccc([N+](=O)[O-])cc2)n1N	-5	-1	-3	6	-0.1	1.7	-9	2
COc1cc(OC)cc(C(=O)Nc2ccn(C)n2)c1	4	5	9	-1	0.0	·	-4	1
C[C@H](CO)N1C[C@H](C)[C@H](CN(C)C(=O)C2CCCCC2)OCCCC[C@H](C)Oc2ccc(NS(C)(=O)=O)cc2C1=O	11	4	-1	-4	0.1	0.0	-9	-1
CCC(=O)N1[C@@H](CO)[C@H](c2ccccc2)C12CN(C(=O)c1ccc3c(c1)OCO3)C2	·	-3	·	-17	0.1	-0.2	-17	1
OC(c1ccc2c(c1)OCO2)c1nccc2ccccc12 (centres undefined)	0	15	14	4	·	·	-8	12
O=C1C=C(c2ccoc2)N2CCC[C@H]2C1	-2	-5	-4	1	0.1	-0.1	-42	-1
Cc1cccc(NCc2nc(SCC(=O)Nc3ccccc3Br)n[nH]2)c1	11	2	-3	-3	0.1	·	-17	-1
CCN(CC)CCN1C(=O)C2C(C(=O)Nc3ccc(C(C)C)cc3)C3C=CC2(O3)C1C(=O)NC1CCCCC1 (centres undefined)	-6	1	10	-4	0.0	0.2	-12	-6
Later entries:
SMILES	esBAF inh	ERp5 block	RAD54 branch	S100A4 inh HTS	Xi reactivation	E-selectin induc	RAD52 anneal inh	ERAP1 HTS inh
CC1Sc2ccc(S(=O)(=O)CCC(=O)Nc3ccc(C(C)C)cc3)cc2NC1=O (centres undefined)	2	-1	-3	-3	0.1	-0.1	-9	-3
COC(=O)[C@@]12C[C@@H](CC(=O)NCc3ccc(OC)c(OC)c3)C(=O)N(Cc3ccccc3)C1=CCC(C)(C)C2	·	-5	·	6	-0.1	-0.2	-5	10
COc1ccccc1NC(=O)c1ccc2nsnc2c1	37	4	-2	-2	0.0	0.1	-8	-1
O=C(c1ccc(F)cc1)N1CCN(c2ccc([N+](=O)[O-])cc2-n2cccc2)CC1	·	3	-5	-4	0.1	·	-13	-2
Cc1scc(C(=O)N/N=C/c2ccc([N+](=O)[O-])o2)c1C	-47	6	0	1	0.2	·	-20	2
COc1ccc2c3c(n(C)c2c1)[C@H](CO)N(C(=O)Nc1ccccc1F)CC31CCN(C(C)=O)CC1	·	-1	·	-1	0.3	-0.5	-5	-2
O=[N+]([O-])c1ccc(Sc2cccc[n+]2[O-])c2nonc12	·	0	·	-1	59*	-0.2	-78	14
Cc1cc(=O)[nH]c(SCC(=O)N2CCN(S(=O)(=O)c3ccccc3)C2)n1	·	-4	·	0	0.0	·	4	-6
O=C(O)c1ccc2cc(-c3ccccc3)[nH]c2c1	·	-3	-5	2	0.1	0.2	-12	4
O=C(CN1CCOCC1)NCC[C@H]1CC[C@@H](NC(=O)Nc2ccc(F)cc2)[C@H](CO)O1	3	-2	5	-3	-0.1	-2.0	-17	-1
COc1ccc(/C=C2/C(=O)N(c3ccccc3)N=C2C)cc1Br	0	1	-3	-2	0.1	0.4	-20	-6
C/C=C/C=C/C(=O)c1cc(C)c(OC(=O)CNC(=O)OC(C)(C)C)c(C)c1O	·	2	·	-13	0.5	0.3	-14	-1
COCC#Cc1cnc2c(c1)C(=O)N([C@H](C)CO)C[C@H](C)[C@H](CN(C)S(=O)(=O)c1cn(C)cn1)O2	-9	-1	-3	-3	-0.6	-4.8	3	3
O=C(CN1CCN(S(=O)(=O)/C=C/c2ccccc2)CC1)NCC(F)(F)F	-5	-2	-4	-3	0.0	·	-4	0
Cc1cccc(C(=O)N2CCN(S(=O)(=O)N3CCCCCC3)CC2)c1	-6	3	-3	4	0.0	·	0	6
C[C@H](CO)N1C[C@H](C)[C@@H](CN(C)Cc2ccccc2)OCCCC[C@H](C)Oc2ccc(NC(=O)C3CCCCC3)cc2C1=O	1	-1	9	-3	0.1	0.2	-5	-3
Cc1ccc(-c2nc(-c3ccccc3)no2)c(Cl)c1	-70	2	-7	-2	0.1	1.7	-44	·
COc1ccccc1Nc1nc(N)nc(CSC(=S)N2CCC(C)CC2)n1	·	-5	-1	1	0.0	·	-15	5
CC(C)Cc1ccc(CN2CCC(n3nccc3NC(=O)C3CCCC3)CC2)cc1	-11	-2	3	13	0.3	16	-13	-4
